# Source: PubChem
# EPAC2 antagonist = blocks human EPAC2 exchange factor; EPAC2 GEF exchange of Rap1B-BODIPY-GDP, fluorescence; Potency, µM (highest dose often 114 µM), inactives show top-dose activity, negative = inhibition, usual class: inhibitors; AID 720708; hit rate 0.18% among 360,000; Q8WZA2; further: potency means the concentration at half of the fitted maximal effect; on the % scale 0 is the no-effect control and ±100 the full control effect; nearly all actives have a fitted effect of over 45% in size; many of its hits are not listed in these tables
# FUS suppressor = FUS proteinopathy suppression in yeast; hit rate 0.24% among 390,000; Potency, µM (highest dose often 76.6 µM), without a hit: top-dose growth rescue (activation), hits mostly activators; S. cerevisiae FUS-expressing, growth rescue, OD600, 24 h; AID 1347120;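 further: potency means the concentration at half of the fitted maximal effect; plate controls were DMSO vehicle for no effect and reference control for full effect; nearly all actives have a fitted effect of over 55% in size; some results filed as inactive show a strong effect at the top dose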
#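 Absorbance at 600 nm, taken 24hr after compound addition, measured rescue of FUS-yeast growth at 30C. Induction used 2% galactose with seeding at OD 0.005. Controls: CP55940 from 92uM final, DMSO only.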
# Abeta rescue = restores growth of yeast expressing A-beta42 peptide. yeast expressing A-beta42, growth rescue, OD600, 48 h; response scale: 0% DMSO, 100% iron-clioquinol control. Potency, µM (titrated, usually from 46.1 µM), for the others: top-dose growth rescue, actives largely listed as activators. hit rate 0.063% among 410,000. AID 1347071; further: potency means the concentration at half of the fitted maximal effect; nearly all actives have a fitted effect of over 55% in size
#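 Yeast growth medium received pinned compounds, then yeast cells expressing toxic A-beta were added; plates incubated at 30 C for 48 hr. Growth read as absorbance at 600 nm, normalized to DMSO and equimolar FeCl3 plus clioquinol controls.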
# D3 antag = antagonists of human D3 dopamine receptor | hit rate 2.5% among 360,000 | max response, negative = inhibition, % | D3R cells, DiscoveRx beta-arrestin luminescence, antagonist mode; hits give low values | P35462 | AID 652054; in the data active means max response below about -50%; inconclusive means no clear call, values can overlap the other calls; further: on the % scale 0 is the no-effect control and ±100 the full control effect; mostly tested at two doses, the higher about 12 µM
# Target sequence (P35462 whole entry, looked up): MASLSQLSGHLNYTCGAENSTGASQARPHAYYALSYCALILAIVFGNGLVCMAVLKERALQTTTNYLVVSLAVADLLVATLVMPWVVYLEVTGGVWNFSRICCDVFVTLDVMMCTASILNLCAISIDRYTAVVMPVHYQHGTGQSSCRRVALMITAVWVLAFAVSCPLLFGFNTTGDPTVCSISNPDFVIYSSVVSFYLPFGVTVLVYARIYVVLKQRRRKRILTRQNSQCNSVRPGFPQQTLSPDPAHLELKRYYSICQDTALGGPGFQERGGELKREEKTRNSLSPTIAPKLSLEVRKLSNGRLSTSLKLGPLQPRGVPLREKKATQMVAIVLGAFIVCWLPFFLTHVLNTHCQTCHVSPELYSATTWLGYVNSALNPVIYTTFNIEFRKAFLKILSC
#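 Cells expressing the human receptor were seeded at 1500 cells/well, incubated overnight at 37 degrees C in 5% CO2, then exposed to library compounds with dopamine controls for 90 minutes at 37 degrees C before luminescent detection.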
# EPAC2 agonist = activates human EPAC2 exchange factor | Q8WZA2 | EPAC2 activation, biochemical qHTS; response scale: 100% = 6.5 mM cAMP response | Potency, µM (series often up to 154 µM), for inactives: at the top dose activation, usual class: activators | hit rate 0.079% among 360,000 | AID 720711; further: potency means the concentration at half of the fitted maximal effect; nearly all actives have a fitted effect of over 50% in size
#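 Setup: EPAC2 100 nM, labeled Rap1B complex 250 nM, free GDP 50 uM. Compound titrations pinned in, brief spin, 5 min room temperature incubation. Kinetic fluorescence read over 30 min, normalized to 6.5 mM cAMP.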
# aSyn yeast inh = alpha-synuclein toxicity inhibition in yeast. hit rate 0.14% among 370,000. Potency, µM (top dose mostly 46.1 µM), without a hit: at the highest dose growth rescue (activation), most hits filed as activators. Yeast expressing alpha-synuclein, growth rescue, BacTiter-Glo, 24 h. AID 652106; further: potency means the concentration at half of the fitted maximal effect; % of control where 0% means no effect; nearly all actives have a fitted effect of over 65% in size
#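 Readout is rescue of growth in alpha-synuclein-expressing yeast, so inhibitors of toxicity appear as activators. Growth after 24 hr at 30 deg C in galactose medium is quantified by luminescence.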
# DRD3 agonist = agonists of human D3 dopamine receptor; P35462; D3R DiscoveRx beta-arrestin cells, luminescence, 90 min; max activation, %; hit rate 0.58% among 410,000; AID 652048; in the data active means max activation above about 30%; further: 0% is about no effect; mostly tested at two doses, the higher about 12 µM
#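 Cells at 1500/well, incubated overnight, then treated with pinned compounds (dopamine as control) for 90 min at 37 degrees C. DiscoveRx reagent added for 30 - 60 minutes at room temperature; luminescence read.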
# TDP-43 yeast inh = rescues yeast growth from TDP-43 toxicity; TDP-43 expressing yeast growth rescue, BacTiter-Glo, 24 h; Potency, µM (doses to about 46.1 µM), for inactives: at the highest dose growth rescue (activation), hits mostly activators; hit rate 1.8% among 410,000; AID 652104; further: potency means the concentration at half of the fitted maximal effect; % of control where 0% means no effect; nearly all actives have a fitted effect of over 50% in size
#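 Luminescence from BacTiter-Glo reports growth of TDP-43-expressing yeast after 24 hr at 30 deg C with compound. Cells were raffinose-pregrown to mid-log, then seeded in galactose medium at OD600=0.02.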
# Starred values were filed as active, the others as inactive; ? = inconclusive; / = no result given; [ ] = dose if it differs, or a comment. Unless noted, the call rests on the fitted dose curve; in most records, active means well fitted curve in the direction sought with a large enough effect; inconclusive means small, poorly fitted or top-dose-only effect, or another doubt; inactive means no such curve, though single readings can be large; an effect the other way counts as inactive or inconclusive. This is a subset, so the mix of outcomes need not match the whole.
# Below each compound – FUS suppressor	DRD3 agonist	EPAC2 agonist	TDP-43 yeast inh	aSyn yeast inh	Abeta rescue	EPAC2 antagonist	D3 antag
CC(=O)Nc1cccc(N/C=C(\C=O)c2nc3ccccc3o2)c1
→ /	7	-1%	-6%	-7%	-14%	-13%	48
Cc1cccc(CCN(CC(=O)NCc2ccc(F)cc2)C(=O)c2csnn2)c1
→ 14%	-38	4%	-15%	-4%	-15%	-13%	11
COC(=O)C(C)Sc1ccc2nnc(CCNS(=O)(=O)c3ccccc3)n2n1 (stereo not given)
→ -29%	0	4%	1%	3%	11%	8%	13
CCCCC1CCC(C(=O)N2CC(=O)Nc3ccc(Br)cc3C2c2ccc(F)cc2)CC1 (stereo not given)
→ ?	-18	/	2%	/	?	/	/
O=C(Nc1nnc2n1CCS2)c1ccc(F)cc1F
→ -11%	1	/	0%	/	2%	/	/
Cc1cc(F)ccc1C(O)c1ncc(-c2ccccc2C(F)(F)F)[nH]1 (stereo not given)
→ -15%	3	-4%	7%	4%	-7%	-15%	15
COc1ccc(-n2ccn(Cc3ccccc3C)c(=O)c2=O)cc1
→ 1%	-3	/	23%	/	-5%	/	/
O=C(O)c1ccc2nc(-c3ccco3)c(-c3ccco3)nc2c1
→ 14%	12	8%	1%	9%	-3%	-1%	2
CCOc1cc(/C=N/NC(N)=O)ccc1OCC(=O)Nc1ccc(C)c(C)c1
→ 2%	14	-10%	2%	3%	14%	11%	20
CCc1ccccc1NC(=O)Cn1nc(-c2cc(C)ccc2C)c2c(c1=O)CCCC2
→ 1%	3	/	14%	/	5%	/	/
COc1cccc(Nc2nnc(SCC3CCCCO3)s2)c1 (stereo not given)
→ 7%	-2	3%	10µM*	0%	23%	-11%	-3
OCCC1CN(Cc2ccc3cccc(F)c3n2)CCN1Cc1ccccc1 (stereo not given)
→ -8%	-26	3%	13%	9%	-4%	8%	?
COc1ccc(C2=NOC(C(=O)NCc3ccco3)C2)cc1 (stereo not given)
→ 8%	6	2%	-9%	12%	3%	9%	3
COC(=O)C(C(C)C)N1CCc2c(C)nc3c(C#N)cnn3c21 (stereo not given)
→ 24%	2	3%	/	0%	0%	-7%	52
C=C(C)COc1ccc(-c2ncncc2Oc2ccc(OC)cc2)c(O)c1
→ ?	-2	2%	10%	26%	?	-17%	0

# The closing two records of the section above come first, to join the parts:
# Below each compound – FUS suppressor	DRD3 agonist	EPAC2 agonist	TDP-43 yeast inh	aSyn yeast inh	Abeta rescue	EPAC2 antagonist	D3 antag
COC(=O)C(C(C)C)N1CCc2c(C)nc3c(C#N)cnn3c21 (stereo not given)
→ 24%	2	3%	/	0%	0%	-7%	52
C=C(C)COc1ccc(-c2ncncc2Oc2ccc(OC)cc2)c(O)c1
→ ?	-2	2%	10%	26%	?	-17%	0
CC(C)C[C@@H]1COc2cccc(N3CCC[C@H]3CO)c2S(=O)(=O)N1
→ 4%	3	9%	0%	1%	22%	3%	14
COc1ccc(CCNC(=O)CCc2c(C)nc3c(c(C)nn3-c3ccccc3)c2C)c(OC)c1
→ -20%	-2	/	21%	/	-7%	/	/
O=C(Nc1nccs1)C1CCCN1S(=O)(=O)c1ccc(F)cc1 (stereo not given)
→ -6%	-1	7%	-4%	-2%	-4%[9.22 µM]	7%	-14
Cc1cc(OCC(=O)NCCCN2CCCC2=O)c2c(C)c(C)c(=O)oc2c1
→ 4%	21	1%	4%	-2%	-1%	-5%	24
O=C1NC(=S)CN1c1ccccc1
→ 9%	1	8%	3%	-2%	?	1%	7
O=C(Nc1ccc(COc2ccccc2)cc1)c1cccc([N+](=O)[O-])c1
→ -3%	6	7%	2%	0%	3%	9%	8
CCN1CCN(C(c2cccs2)C(C)NC(=O)c2ccco2)CC1 (stereo not given)
→ 23%	-14	5%	-3%	2%	7%	0%	15
Cc1ccc(S(=O)(=O)Nc2c(C)nn(C)c2C)cc1C
→ -8%	8	3%	23%	1%	-3%	13%	18
CN1CCN(S(=O)(=O)c2cccc(C(=O)Nc3sccc3C(N)=O)c2)CC1
→ 11%	-5	2%	-2%	0%[1.84 µM]	4%	4%	3
Cc1ccc(NC(=O)Cn2c(=O)cc(-c3ccccc3)c3c(C)nn(C)c32)c(Cl)c1
→ -10%	6	/	29%	/	-4%	/	/
Cc1cc(N2CCN(C)CC2)nc2ccc(NC(=S)NCCCN3CCN(C)CC3)cc12
→ -20%	-14	12%	3%	-10%	/	0%	-22
CCCOc1ccc(N2C(=O)CC(SC(=NC)Nc3ccc(F)cc3)C2=O)cc1 (stereo not given)
→ 33%	14	-12%	-6%	0%	6%	-15%	-6
O=C(O)CSCC(=O)N(c1ccccc1)c1ccccc1
→ 4%	7	9%	-13%	5%	4%	11%	6
O=C(NCCCN1CCCC1=O)c1ccc2c(c1)NC(=O)C(N1CCOCC1)S2 (stereo not given)
→ /	-8	1%	-21%	0%	-1%	0%	2
O=C(NCc1ccncc1)[C@@H]1CCCN1C(=O)[C@H]1CCCN1C(=O)c1cccc(Cl)c1
→ -22%	4	4%	21%	0%	3%	6%	4
O=C(CSc1ccccc1F)NCCN1C(=O)CSC1=O
→ /	-5	2%	4%	3%	1%	7%	0
C[C@H](CO)NC(=O)c1[nH]cnc1C(=O)Nc1ccc(CNC(=O)OC(C)(C)C)cc1
→ 4%	2	-7%	2%	-4%	1%	8%	6
CC(Oc1ccc(C(=O)NC2CCCCC2)cc1)C(=O)O (stereo not given)
→ -39%	-2	4%	9%	6%	-8%[9.22 µM]	5%	0
C(=C\c1ccccc1)/CN1CCN(C(c2cc3ccccc3o2)c2nnnn2C2CCCCC2)CC1 (stereo not given)
→ -3%	-13	3%	-3%	8%	-15%	1%	-76*
COc1cc(OC)cc(C(=O)Nc2ccc(-c3nc4ccccc4o3)cc2)c1
→ -11%	1	-1%	20%	-14%	-16%	-8%	39
O=C(CCCCCn1c(=O)[nH]c2ccsc2c1=O)N1CCN(C2CCCCC2)CC1
→ -21%	0	3%	10%	1%	8%	15%	2
Cn1c(N)c(S(=O)(=O)NCc2ccccc2)c(=O)n(C)c1=O
→ -29%	4	-1%	-6%	0%	-22%	-2%	-17
COc1cccc(/C=C/C(=O)NCC2CCCCC2)c1
→ 5%	-16	7%	?	-4%	-15%	-7%	?
O=C(CCCc1nc2ccccc2s1)Nc1nccs1
→ 14%	-2	1%	-13%	-1%	3%	2%	-23
CN(CC(=O)Nc1cccc(F)c1)C(=O)CSc1ccccc1F
→ 12%	-2	5%	6%	4%	-2%	-3%	3
CCOC(=O)c1c(-c2ccc(OC)cc2)oc2ccc(OCc3ccc(C(=O)OC)cc3)cc12
→ -19%	9	/	10%	-1%	-1%	/	/
CN(C)CCCOC(=O)C1c2ccccc2Oc2ccccc21
→ 16%	2	2%	2%	10%	6%	0%	0
CN(CC(=O)Nc1ccccc1Cl)C(=O)Cn1cc(C(F)(F)F)cc(Cl)c1=O
→ 12%	-10	-1%	-11%	0%	13%	-3%	-4
COc1ccc(CNS(=O)(=O)CCNC(=O)c2ccccc2)cc1
→ 10%	-7	-3%	-2%	-5%	-13%	27%	10
CC(C)(C)CC(=O)NCCCN1CCOCC1
→ 6%	10	5%	/	-2%	16%	6%	-25
COc1ccc(CCNC(=O)CCc2ccccc2O)cc1OC
→ 6%	-14	13%	0%	1%	-6%	-1%	-23
O=C(NCc1cccnc1)c1ccc(-c2cccc(Cl)c2Cl)o1
→ 3%	-17	8%	13%	5%	-2%	-14%	-25
COc1ccc(CNC(=O)CCc2nnc3n(C)c(=O)c4sccc4n23)cc1
→ -9%	-8	/	6%	/	-15%	/	/
O[C@H]1CN(Cc2cccs2)[C@@H](c2ccccc2)C[C@@H]1n1cc(-c2ccc(F)cc2)nn1
→ 14%	1	11%	0%	0%	2%	-17%	12
CCn1cc(C(=O)NCCc2ccccc2)c(=O)c2cc(S(=O)(=O)N3CCc4ccccc4C3)ccc21
→ -7%	-15	/	-19%	/	-8%	/	/
CCOC(=O)c1cc(C#N)c(N)nc1C
→ 15%	11	-3%	4%	-15%	17%	8%	16
CCOC(=O)c1c(-c2ccccc2)oc2ccc(O)c(CN3CCN(C)CC3)c12
→ 12%	-9	-4%	2%	0%	-2%	-2%	-8
COC(=O)[C@]12CCCCC=C1N(Cc1ccc(Cl)cc1Cl)C(=O)[C@H](CC(=O)NCc1cccc3ccccc13)C2
→ 40%	-3	13%	14%	9%	-2%	3%	-15
CCOC(=O)C1=C(c2ccccc2)NC(=S)NC1C (stereo not given)
→ 1%	3	0%	?	8%	-8%	7%	12
Cc1c(C(=O)NCc2ccccc2CN2CCCC2)oc2c(F)cccc12
→ -14%	-15	3%	-5%	-4%	-5%	4%	?
Cc1cc(CNC(=O)CC2C(=O)NCCN2CC(C)(C)C)nn1C (stereo not given)
→ -13%	0	11%	-2%	-4%	4%	0%[57.1 µM]	8
COCCNC(=O)/C(C#N)=C/c1cc(Br)c(O)c(OC)c1
→ 10%	0	5%	8%	-2%	15%	0%	-5
COc1ccc(NC(=O)c2ccc(Cc3ccc(C)cc3)o2)cc1
→ -14%	0	10%	0%	-9%	-10%	-9%	-6
C#CCN(N(C)c1ncc(C(F)(F)F)cc1Cl)S(=O)(=O)c1ccc2ccccc2c1
→ 8%	1	1%	5%	-2%	16%	-13%	-23
COc1ccc(S(=O)(=O)N2CCN(CC(=O)Nc3cc(OC)cc(OC)c3)CC2)cc1
→ /	-12	23%	-8%	2%	-9%	-7%	6
CCC(NC(=S)NCc1ccc(F)cc1)c1ccc(C)cc1 (stereo not given)
→ -5%	-19	16%	?	14%	?	-22%	-11
CCOC(=O)N1CCN(S(=O)(=O)c2ccc3c(c2)CCN3C(=O)C2CC2)CC1
→ 3%	-2	5%	-7%	-2%	-15%	16%	-21
Cc1ccccc1OCC(=O)N1N=C(C(F)(F)F)CC1(O)C(C)(C)C (stereo not given)
→ 40%	-5	-19%	29%	25%	?	?	-18
O=C(c1ccc2c(c1)OCO2)N(CC1CCCO1)C1(C(=O)NC2CCCCC2)CCCCC1 (stereo not given)
→ 25%	-4	-2%	1%	4%	1%	1%	-18
N#Cc1c(/N=C/N2CCOCC2)sc2c1CCCCC2
→ 2%	0	4%	?	6%	-12%	8%	3
Cc1cccc(N2CCN(c3cccc(C)c3)C2c2cccnc2)c1
→ 17%	-1	22%	-1%	-1%	1%	-3%	32
